# Source: PubChem
# MCF10A rerep: A quantitative high throughput screen for small molecules that induce DNA re-replication in MCF 10a normal breast cells; MCF 10A DNA re-replication, Hoechst nuclear intensity, 48 h; Potency, µM (top dose mostly 46.1 µM), for inactives: top-dose activity, positive = re-replication, usual class: activators; hit rate 2.9% among 350,000; note: potency is the fitted concentration of half-maximal effect; % of control where 0% means no effect; nearly all actives have a fitted effect of over 50% in size
# KB-V1 cytotox: qHTS assay for MDR1-selective chemotherapeutics: Primary screen using the drug-selected MDR subline cells KB-V1; AID 1347076, 2019; Potency, µM (titrated, usually from 46.1 µM), without a hit: top-dose activity change, negative = cytotoxicity, actives largely listed as cytotoxic; KB-V1 MDR cells viability, CellTiter-Glo, 72 h; hit rate 3.4% among 400,000; note: potency is the fitted concentration of half-maximal effect; % is set by controls: 0 for no effect and ±100 for the full control effect; nearly all actives have a fitted effect of over 60% in size
#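 In this primary screen, KB-V1 cells overexpressing P-gp are incubated with library compounds (lowest to highest concentration) for 72 h at 37 degrees C before a luminescent ATP viability read.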
# ATXN2 expr inh: Primary qHTS for Inhibitors of ATXN expression. HEK-293 ATXN2-luciferase reporter, luminescence, 24 h. Potency, µM (titrated, usually from 57 µM), inactives show top-dose activity change, negative = inhibition, hits mostly inhibitors. hit rate 0.72% among 360,000. AID 1745845, 2022; note: potency is the fitted concentration of half-maximal effect; % is set by controls: 0 for no effect and ±100 for the full control effect; nearly all actives have a fitted effect of over 55% in size
#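 qHTS (up to 57 uM final) was run with 24 h compound exposure of reporter cells at 37 °C. Each well was multiplexed: SteadyGlo luminescence measured ATXN2-luciferase expression after a fluorogenic Gly-Phe-AFC viability readout (25 uM final).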
# KB-3-1 cytotox: qHTS assay for MDR1-selective chemotherapeutics: Primary screen using the parental adenocarcinoma cell KB-3-1; KB-3-1 viability, CellTiter-Glo ATP luminescence, 72 h; Potency, µM (top dose mostly 46.1 µM), without a hit: top-dose activity change, negative = cytotoxic, actives largely listed as cytotoxic; hit rate 1.4% among 400,000; AID 1347075, 2019; note: potency is the fitted concentration of half-maximal effect; % is set by controls: 0 for no effect and ±100 for the full control effect; nearly all actives have a fitted effect of over 60% in size
#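 Here the drug-naive KB-3-1 line serves as comparator for MDR sub-line selectivity; cells received compound titrations, 72 h at 37 °C, then CellTiter-Glo readout.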
# SW480 rerep: A quantitative high throughput screen for small molecules that induce DNA re-replication in SW480 colon adenocarcinoma cells | hit rate 1.8% among 340,000 | Potency, µM (top dose mostly 46.1 µM), without a hit: top-dose re-replication activation, usual class: activators | AID 624297, 2012 | SW480 DNA re-replication, Hoechst DNA content imaging, 48 h; note: potency is the fitted concentration of half-maximal effect; % of control where 0% means no effect; nearly all actives have a fitted effect of over 55% in size
#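 250 cells/well; 23 nL cpd via pin tool; 48 hr, 37 C, 5% CO2; Hoechst 40 min; imager read of total nuclear intensity, ex 405/em 500-530 nm.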
# S2 tox: Viability Counterscreen for Primary qHTS for Inhibitors of ATXN expression; S2 cells (HEK-293 line with an ATXN2-luciferase reporter) viability, CellTiter-Fluor protease fluorescence, 24 h; Potency, µM (doses to about 56.7 µM), hits mostly cytotoxic; hit rate 0.49% among 400,000; note: potency is the fitted concentration of half-maximal effect; nearly all actives have a fitted effect of over 40% in size
# IL1B secr inh: qHTS for Inhibitors of Inflammasome Signaling: IL-1-beta AlphaLISA Primary Screen. THP-1 LPS/ATP IL-1B secretion, AlphaLISA, 16 h; active compounds read low. activity change, % at 57.5 µM. hit rate 4.7% among 360,000; in the data active = activity change below about -50%; inconclusive = mostly about -30% to -49%; note: % is set by controls: 0 for no effect and ±100 for the full control effect
#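 Secreted IL-1B measured by AlphaLISA bead assay after 16 h compound exposure of THP-1 cells; compounds (final up to 57.5 uM) added 1 h before LPS (250 ng/mL) and ATP (1.25 mM) stimulation; lower signal means less secretion.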
# HT1080-NT tox: qHTS for induction of synthetic lethality in tumor cells producing 2HG: qHTS for the HT-1080-NT fibrosarcoma cell line | hit rate 1.6% among 360,000 | HT-1080-NT fibrosarcoma viability, CellTiter-Glo ATP luminescence, 48 h | AID 686970, 2013 | Potency, µM (series often up to 46.1 µM), for the others: top-dose activity, negative = less viability, hits mostly cytotoxic;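 note: NT is the 2HG producing partner of a matched IDH1 knockdown line; potency is the fitted concentration of half-maximal effect; 0% = DMSO-treated cells and -100% = media-only wells without cells; nearly all actives have a fitted effect of over 55% in size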
#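 Viability by CellTiter-Glo luminescence after 48 h compound exposure at 37C of HT-1080-NT cells (750/well, RPMI, 5% FBS). % activity scaled between DMSO wells and medium-only wells, then curve-fitted and categorized by curve class.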
# HT1080 IDH1KD tx: qHTS for induction of synthetic lethality in tumor cells producing 2HG: qHTS for the HT-1080-IDH1KD cell line. HT-1080 IDH1 knockdown viability, ATP luminescence, 48 h. hit rate 2% among 360,000. Potency, µM (top dose mostly 46.1 µM), inactives show at the highest dose activity, negative = toxicity, actives largely listed as cytotoxic;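 note: potency is the fitted concentration of half-maximal effect; 0% = DMSO wells and -100% = cell-free medium wells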
#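 % activity derives from luminescence (CellTiter-Glo), normalised to DMSO and no-cell wells. HT-1080-IDH1KD cells, 750/well, had 48 h compound exposure at 37 °C.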
# * hit, by the source's call; i = inactive; ? = inconclusive; / = not tested or not shown; & = joins results of further samples; [ ] = dose if it differs, or a comment. Unless noted, calls come from the whole dose curve; as a rule, active = well fitted curve in the direction sought with a large enough effect; inconclusive = small, poorly fitted or top-dose-only effect, or another doubt; inactive = no such curve, though single readings can be large; an effect the other way counts as inactive or inconclusive. Outcome played no part in choosing rows; any-hit rate near 11%.
# Each structure is followed by: KB-V1 cytotox	KB-3-1 cytotox	HT1080-NT tox	SW480 rerep	MCF10A rerep	S2 tox	ATXN2 expr inh	HT1080 IDH1KD tx	IL1B secr inh
> Cc1cccc(-n2ncc3c2CCCC3NC(=O)CCN2CCCCO2)c1C (configuration not stated)
    /	/	-14%	-3%	7%	?	1%	-3%	16
> COc1cccc(C(=O)OCC(=O)NC2CCCc3ccccc32)c1O (configuration not stated)
    1%	?	0%	6%	7%	i	-9%	-7%	17
> CCCCCC(=O)N1C[C@@H](n2cc(-c3ccc(F)cc3)nn2)[C@H](O)C[C@@H]1c1ccccc1
    ?	4%	-18%	/	/	?	-20%	-22%	-15
> CC(C)COP(=O)(c1ccc(N(C)C)cc1)C(O)c1ccncc1 (configuration not stated)
    11%	2%	-7%	-5%	-182%[0.0737 µM]	i	5%	0%	15
> O=C1C=CC(=O)N1CCCCCCN1C(=O)C=CC1=O
    18µM*	?	?	12µM*	3.7µM*	/	?	?	-98*
> CCOc1ncccc1C(=O)Nc1cc(S(=O)(=O)N2CCCCC2)ccc1C
    3%	-1%	1%	-19%	3%	i	-5%	-1%	13
> CN1Cc2c(N3CCOCC3)nc3sc(C(=O)c4ccccc4)c(N)c3c2CC1(C)C
    -20%	1%	-14%	?	21µM*	i	?	-10%	-10
> COc1ccc(OC)c(S(=O)(=O)N2CCNCC2)c1
    0%	-1%	0%	28%	1%	i	22%	1%	-3
> CCCNC(=O)C(Cc1ccccc1)NC(=O)Cc1ccccc1 (configuration not stated)
    ?	0%	-1%	-4%	22%	i	5%	0%	-3
> CCOC(=O)N1CCC(n2c(=S)[nH]c3cc(OC)c(OC)cc3c2=O)CC1
    ?	-16%	3%	-6%	0%	i	0%	11%	-5
> CC1(C)C2CCC1(C)C(OC(=O)CSc1nc(N)cc(=O)[nH]1)C2 (configuration not stated)
    -28%	-11%	-23%	1%	-10%	i	-1%	-22%	12
> Cc1csc(NC(=O)C2CC(=O)N(c3ccc4c(c3)OCCO4)C2)n1 (configuration not stated)
    -30%	0%	7%[9.24 µM]	-22%	-5%	i	2%	5%	0
> Cc1ccc(CNC(=O)Cc2noc3ccccc23)cc1
    -33%	-5%	-7%	-9%	8%	i	-5%	-13%	-11
> NC(=O)c1ccc(NC(=O)CNC(c2ccccc2)c2ccccc2)cc1
    -2%	7%	7%	-6%	-2%	/	7%	0%	47
> COc1ccc([N+](=O)[O-])cc1NC(=O)C1(c2ccccc2)CCOCC1
    -30%	19%	-12%	-1%	-5%	i	-22%	-7%	13
> COCCNC(=O)C1(C)CCCN(Cc2ccc(-n3ccnc3)cc2)C1 (configuration not stated)
    -14%	4%	13%	/	/	i	11%	17%	29
> CCCCc1ccc(NC(=O)N2CCN(c3cc(C)nc4ccccc34)CC2)c(C)c1
    ?	?	?	21µM*	17%	?	18µM*	-28%	-67*
> CS(=O)(=O)c1ccc(-c2cccc(NC(=O)c3ccc(Br)o3)c2)nn1
    -3%	1%	-4%	-25%	32%	i	-14%	-4%	8
> CCC1CCCCN1C(=O)CCNS(=O)(=O)c1ccc2c(c1)oc(=O)n2C (configuration not stated)
    -4%	-6%	-8%	13%	2%	i	-1%	-2%	18
> Cc1cccc(OCCCCn2c(CO)nc3ccccc32)c1
    6%	-2%	-11%	-5%	20%	i	/	-5%	-2
> COc1ccc(C)cc1NC(=O)C1CC1c1ccccc1 (configuration not stated)
    -2%	0%	8%	-7%	2%	i	-4%	9%	-8
> O=C(O)CC1(c2ccccc2)C(=O)c2ccccc2C1=O
    -5%	-2%	-5%	-13%	16%	?	8%	-4%	0
> CCC(C)NC(=O)c1cc2c(=O)n3cccc(C)c3nc2s1 (configuration not stated)
    -15%	-1%	0%	5%	-4%	/	35%	6%	26
> CCN(c1ccccc1)S(=O)(=O)c1cccc(C(=O)OCC(=O)Nc2ccc(NC(C)=O)cc2)c1
    -15%	2%	0%	1%	9%	i	10%	4%	8
> O=C(O)c1ccc(N=Cc2c(O)ccc3ccccc23)cc1
    -16%	9%	?	3%	2%	i	7%	?	8
> COc1ccc(CNC(=O)C2(CC3CC(c4ccccc4)=NO3)CCN(C(=O)C3CCCC3)CC2)cc1 (configuration not stated)
    0%	28%	-5%	-3%	-8%	i	4%	-5%	-23
> Cc1ccc(S(=O)(=O)N2CCC(=O)N(C(CO)Cc3ccccc3)CC2)cc1 (configuration not stated)
    -1%	0%	-17%	2%	1%	i	-8%	-3%	33
> CCNC(=O)N1CCC(n2nccc2NC(=O)CCCc2ccccc2)CC1
    29%	13%	1%	-7%	2%	i	4%	2%	0
> COCCNC(=O)c1cc2cc(Br)cc(OC)c2oc1=O
    -3%	4%	3%	-15%	-3%	i	-5%	-3%	9
> O=C(Nc1ccn(CCCN2CCN(c3ccccc3)CC2)c(=O)n1)OCc1ccccc1
    ?	?	-23%	/	/	?	-29%	-1%	-23

# Only HT1080-NT tox, for 2 of the compounds above:
Structure | HT1080-NT tox
Cc1ccc(CNC(=O)Cc2noc3ccccc23)cc1 | -7%
NC(=O)c1ccc(NC(=O)CNC(c2ccccc2)c2ccccc2)cc1 | 7%

# Later entries:
# Each structure is followed by: KB-V1 cytotox	KB-3-1 cytotox	HT1080-NT tox	SW480 rerep	MCF10A rerep	S2 tox	ATXN2 expr inh	HT1080 IDH1KD tx	IL1B secr inh
> Cc1cccc(-n2cnc(C(=O)N/N=C/c3ccccc3)c2)n1
    -2%	-2%	16%	-1%	-11%	i	27%	1%	?
> Cc1ccccc1C1=NC(c2ccc(F)cc2F)ON1 (configuration not stated)
    2%	2%	15%	-5%	-4%	i	33%	4%	3
> Cc1ccccc1NC(=O)CSc1nnc(CNC(=O)c2ccc3c(c2)OCO3)n1C
    -1%	2%	14%	2%	-4%	i	-14%	14%	12
> CCN(CC)S(=O)(=O)c1ccc(N2CCCC2)c(C(=O)Nc2ccc(OC)c(Cl)c2)c1
    ?	-1%	-5%	?	-1%	i	1%	1%	-10
> CCC(Oc1ccc(C)c(C)c1)C(=O)O (configuration not stated)
    19%	0%	3%	-2%	7%	i	0%	8%	5
> CCc1cccc(NC(=O)C2CCC(CNS(=O)(=O)c3ccc(Br)s3)CC2)c1 (configuration not stated)
    -21%	-23%	/	/	/	i	-34%	/	/
> COC(=O)Cc1ccc(OCc2ccc(Cl)nc2)cc1
    ?	-24%	5%	-15%	5%	i	23%	-12%	11
> CN1CCC(N(C)C(=O)Cc2ccccc2[N+](=O)[O-])CC1
    0%	2%	-2%	2%	-2%	i	2%	3%	-12
> COc1cc(C(=O)N(Cc2ccc(F)cc2)C2CCS(=O)(=O)C2)cc(OC)c1OC (configuration not stated)
    6%	-3%	-5%	-3%	-1%	i	-4%	6%	-1
> COC(=O)[C@@]12C[C@@H](CC(=O)NCc3ccc(OC)c(OC)c3)C(=O)N(CCc3ccc(OC)c(OC)c3)C1=CCC(C)(C)C2
    ?	4%	-24%	/	/	/	/	3%	-28
> CCOC(=O)N1CCC(N(CCN(C)C)C(=S)Nc2cccc(Cl)c2C)CC1
    6%	-2%	5%	2%	?	i	-5%	8%	1
> CC(C)c1ccc(CC(=O)N2CCC2(C)C(=O)NS(=O)(=O)c2ccc(Cl)s2)cc1 (configuration not stated)
    -2%	-4%	-1%	/	/	i	15%	24%	42
> CCn1cc(Cl)c(C(=O)Nc2nc3ccccc3n2CCN2CCCCC2)n1
    13%	-4%	-8%	-2%	0%	i	-12%	1%	-5
> COc1cc(CN(C(=O)c2cc3ccccc3oc2=O)C2CCS(=O)(=O)C2)cc(OC)c1OC (configuration not stated)
    30%&27%	14%&2%	0%	27%	-1%	i	7%&16%	14%	-6
> Cc1cc(C(=O)N2CCCC2C(=O)O)c(C)o1 (configuration not stated)
    16%	2%	2%	0%	4%	i	3%	2%	8
> CCOc1ccc2nc(N3CCOCC3)nc(C)c2c1
    -1%	-11%	0%	?	?	/	44%[activator]	7%	-3
> CCN(CC)C(=O)C1=C(C)N(CCC2=CCCCC2)C(=O)C(CC(=O)NCCCN(C)C)C1 (configuration not stated)
    -12%	1%	3%	/	/	i	4%	0%	34
> CCOc1ccccc1-n1c(SCC(=O)NC)nnc1-c1ccco1
    -26%	-9%	10%	3%	-4%	i	9%	10%	-18
> CC(C)c1nnc(NC(=O)C2CCCCC2)s1
    5%	10%	5%	0%	2%	?	24%	11%	-1
> COc1ccc(CCN2C(=O)CC(NCc3ccc4c(c3)OCO4)C2=O)cc1OC (configuration not stated)
    -8%	9%	8%	0%	-4%	i	2%	15%	-12
> N#Cc1c(N)n(CCc2ccc(F)cc2)c2nc3ccccc3nc12
    8%	14%	-20%	15µM*	?	/	-10%	-14%	-57*
> CN(C(=O)COC(=O)c1cc(-c2ccccc2Cl)nc2ccccc12)C1CCS(=O)(=O)C1 (configuration not stated)
    12%	14%	-5%	2%	9%	i	0%	-9%	-10
> CN1CCN(C(=O)c2ccc(C(F)(F)F)cc2)CC1
    0%	13%	-15%	-10%	-1%	/	7%	6%	11
> O=C(Nc1sc2c(c1C(=O)O)CCC2)c1ccccc1
    ?	?	-30%	-8%	7%	i	-6%	?	16
> COc1ccc(NC(=O)[C@@H]2CCCN2S(=O)(=O)c2cccc3cccnc23)cc1
    ?	3%	10%	0%	5%	?	3%	11%	14
